Screening results as filed in PubChem.
HADH2 inhib: qHTS Assay for Inhibitors of HADH2 (Hydroxyacyl-Coenzyme A Dehydrogenase, Type II) | recombinant HADH2, NADH fluorescence, beta-hydroxybutyryl-CoA | 73,000 tested, 3.4% active | Potency, µM (doses to about 57.1 µM), without a hit: top-dose activity change, negative = inhibition, hits mostly inhibitors; also: potency is read from the fitted curve at half-maximal effect; % is scaled to controls: 0 for no effect and ±100 for the full control effect; nearly all actives have a fitted effect of over 60% in size; many of its hits are not listed in these tables
Target sequence (Q99714 whole entry, looked up, one chain of several): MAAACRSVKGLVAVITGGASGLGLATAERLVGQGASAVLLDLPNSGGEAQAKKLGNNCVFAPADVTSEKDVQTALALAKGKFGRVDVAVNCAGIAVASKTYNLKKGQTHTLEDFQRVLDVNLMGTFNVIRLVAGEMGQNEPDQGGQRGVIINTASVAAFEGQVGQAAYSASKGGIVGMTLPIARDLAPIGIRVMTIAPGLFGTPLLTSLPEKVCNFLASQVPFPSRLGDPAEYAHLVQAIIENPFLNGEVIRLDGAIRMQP
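20 nM HADH2 + cpd, 15 min RT; add 1 mM NAD+/90 uM beta-hydroxybutyryl-CoA; kinetic fluorescence 360/450 nm, 4 min. Tris-HCl pH 9.0, 0.01% Tween-20.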
Tau filament bind: qHTS Assay for Tau Filament Binding; 71,000 tested, 2% active; Microtubule-associated protein tau (Homo sapiens), P10636; AID 596, 2007; recombinant tau filaments, thioflavin S fluorescence, 15 h; filaments grown with octadecylsulfate alongside compound; Potency, µM (top dose mostly 57.1 µM), for the others: at the top dose activity change, negative = inhibition;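 also: potency is read from the fitted curve at half-maximal effect; % is scaled to controls: 0 for no effect and ±100 for the full control effect; actives lower thioflavin S fluorescence by blocking filaments or displacing dye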
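Thioflavine S fluorescence (ex 450, em 510 nm) reports filaments formed from 1 uM human tau plus 30 uM ODS over 15 h at 37 C (10 mM HEPES pH 7.4, 100 mM NaCl, 5 mM DTT); compounds displacing dye or blocking filaments lower signal.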
Luciferase inh: qHTS Assay for Inhibitors of Firefly Luciferase; Potency, µM (series often up to 57.1 µM), without a hit: top-dose activity change, negative = inhibition, most hits filed as inhibitors; AID 411, 2009; purified firefly luciferase, luminescence, 8 min; 72,000 tested, 2.2% active; also: potency is read from the fitted curve at half-maximal effect; % is scaled to controls: 0 for no effect and ±100 for the full control effect; nearly all actives have a fitted effect of over 40% in size
Target sequence (P08659 whole entry, looked up): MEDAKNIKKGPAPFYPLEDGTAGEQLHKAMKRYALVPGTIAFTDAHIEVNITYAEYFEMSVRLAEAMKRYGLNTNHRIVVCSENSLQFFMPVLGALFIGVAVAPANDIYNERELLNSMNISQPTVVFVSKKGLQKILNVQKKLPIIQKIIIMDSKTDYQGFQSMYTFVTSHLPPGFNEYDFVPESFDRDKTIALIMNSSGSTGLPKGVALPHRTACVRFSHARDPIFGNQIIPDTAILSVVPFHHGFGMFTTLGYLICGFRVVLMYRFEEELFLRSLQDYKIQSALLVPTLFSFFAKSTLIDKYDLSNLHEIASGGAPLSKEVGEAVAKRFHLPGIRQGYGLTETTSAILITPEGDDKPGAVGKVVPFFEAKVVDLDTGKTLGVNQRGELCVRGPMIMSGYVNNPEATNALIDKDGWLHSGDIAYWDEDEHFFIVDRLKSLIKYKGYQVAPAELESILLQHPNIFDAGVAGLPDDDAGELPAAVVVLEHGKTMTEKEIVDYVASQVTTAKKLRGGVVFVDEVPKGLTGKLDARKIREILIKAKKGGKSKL
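Luminescence read-out after 8 min at room temperature; enzyme reaction used luciferin plus 10 uM ATP (linear range) in imidazole buffer pH 7.2 with KCl, MgCl2, Tween 20 and BSA. Each sample was run as a titration.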
Hsp90 Hop PPI: qHTS Assay for Disrupters of an Hsp90 Co-Chaperone Interaction; Hsp90 C-terminal peptide / TPR2A (Hop) interaction, human; AlphaScreen TPR2A-His6 binding biotin-Hsp90 C-terminal peptide; Potency, µM (highest dose often 57 µM), for the others: top-dose activity change, negative = inhibition; 71,000 tested, 0.44% active; active = well fitted curve in either direction with a large enough effect; inconclusive = small, poorly fitted or top-dose-only effect, or another doubt; also: potency is read from the fitted curve at half-maximal effect; % is scaled to controls: 0 for no effect and ±100 for the full control effect; many of its hits are not listed in these tables
ALOX15 inhib: qHTS Assay for Inhibitors of 15-hLO (15-human lipoxygenase); purified 15hLO-1, xylenol orange hydroperoxide absorbance; Potency, µM (titrated, usually from 57.1 µM), without a hit: at the top dose activity change, negative = inhibition, actives largely listed as inhibitors; Polyunsaturated fatty acid lipoxygenase ALOX15 (Homo sapiens), P16050; AID 887, 2007; 74,000 tested, 1.4% active; also: potency is read from the fitted curve at half-maximal effect; % is scaled to controls: 0 for no effect and ±100 for the full control effect; nearly all actives have a fitted effect of over 55% in size
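Readout: Fe(III)-xylenol orange absorbance, 573-to-405 nm ratio as reaction progress. Enzyme 40 nM purified human 15hLO-1, substrate 50 uM arachidonic acid, 6 min RT after 15 min compound preincubation; Hepes pH 7.5 buffer with Triton X-100.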
CRE-bla Fsk: Cell signaling CRE-BLA (Fsk stim). 71,000 tested, 2.5% active. AID 662, 2007. Potency, µM (series often up to 38.2 µM), for the others: top-dose activity change, negative = inhibition, hits mostly activators. CHO CRE-bla reporter (cAMP response element driving beta-lactamase), forskolin EC10, beta-lactamase ratio; active = well fitted activation curve with a large enough effect in the signal ratio, with a control signal flat, not every such curve was filed as active; inconclusive = small, poorly fitted or top-dose-only effect, or effect the other way, or a change in a side signal; the % refers to the signal ratio; also: potency is read from the fitted curve at half-maximal effect; % of control where 0% means no effect
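Titrated compounds plus EC10 NKH 477 on CHO CRE-bla cells, 3 h, 37 °C. CCF4, 2 h RT. Ratio 460/530 nm → AC50.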
ERK AVP block: qHTS Assay for Inhibitors of the ERK Signaling Pathway using a Homogeneous Screening Assay | HEK293-V1b, vasopressin-stimulated pERK AlphaScreen | Potency, µM (top dose mostly 57.5 µM), without a hit: top-dose activity, negative = inhibition, usual class: inhibitors | 72,000 tested, 0.99% active | AID 995, 2007; also: potency is read from the fitted curve at half-maximal effect; % is scaled to controls: 0 for no effect and ±100 for the full control effect; nearly all actives have a fitted effect of over 55% in size
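Overnight-seeded V1b-HEK293 cells in 1% FBS got compound, then vasopressin (25 nM final, 5 min, 37C), then lysis buffer. AlphaScreen detection of phospho-ERK; activity normalized to basal and full-stimulation controls.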
GFP derepression: qHTS Assay for Epigenetic Modulators | mouse C127i GFP locus derepression, cytometry, 30 h | Potency, µM (doses to about 46.1 µM), for the others: at the top dose GFP derepression (activation) | 68,000 tested, 0.09% active | AID 597, 2007; also: % of control where 0% means no effect
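Murine C127i mammary cells carrying a silenced, stably integrated CMV-driven GFP reporter were treated with compound for 30 hours at 37 C. After PBS washes, GFP-positive cells were counted by laser-scanning microplate cytometry.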
DNA Pol III inh: qHTS Assay for Inhibitors of DNA Polymerase III Holoenzyme System; reconstituted DNA polymerase III holoenzyme replication, biochemical; Potency, µM (series often up to 57.1 µM), for inactives: top-dose activity change, negative = inhibition; 71,000 tested, 0.25% active; AID 603, 2007; also: potency is read from the fitted curve at half-maximal effect; % is scaled to controls: 0 for no effect and ±100 for the full control effect
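Reconstituted *E. coli* holoenzyme (0.35 nM Pol III, 1 nM beta, 154 nM SSB, 2 nM primase) was preincubated with compound for 15 min at RT. Synthesis on 1.4 nM ssM13Gori ran 35 min, then was stopped with PicoGreen/EDTA and read as dsDNA fluorescence.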
Ub-GFP proteasome: Ubiquitin-GFP Assay; Ubiquitin-GFP reporter cells, proteasome inhibition, GFP fluorescence; response scale: untreated = 0%, 10 µM MG-132 = 100%; Potency, µM (top dose mostly 45.9 µM), for the others: at the highest dose activation (GFP accumulation), most hits filed as activators; 67,000 tested, under 10 active; AID 526, 2006; active = well fitted activation curve with a large enough effect, not every such curve was filed as active; inconclusive = small, poorly fitted or top-dose-only effect, or another doubt; inactive = no such curve, though single readings can be large or run the other way; also: potency is read from the fitted curve at half-maximal effect
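U2OS Ub(G76V)-GFP reporter; O/N plating, 0.5% FBS; cpd 46 uM–2.9 nM, 4 h, 37 °C; GFP+ cell count, 488/515 nm; norm. to basal vs 10 uM MG-132; CRC fit.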
HBB splicing: qHTS Assay for Modulators of Hemoglobin Beta Chain Splicing. HBB splicing reporter cell assay, activation; EGFP reporter with mutant IVS2-654 intron; response scale: normalised to 500 nM splice-correcting PNA. Potency, µM (highest dose often 46.1 µM), without a hit: at the highest dose activation, most hits filed as activators. 65,000 tested, 0.06% active. AID 925, 2007; also: potency is read from the fitted curve at half-maximal effect; 0% is about no effect
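HeLa cells stably expressing EGFP interrupted by mutant beta-globin intron 2 (IVS2-654), 500/well in 2% FCS. Treated with compound for 2 days at 37C. Splicing correction scored as total well GFP intensity (488 nm excitation, 500-520 nm emission); 500 nM antisense PNA served as control.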
Starred values were filed as active, the others as inactive; i = inactive; ? = inconclusive; . = no result given; [ ] = dose if it differs, or a comment. Unless noted, calls follow the shape of the dose curve; as a rule, active = well fitted curve in the direction sought with a large enough effect; inconclusive = small, poorly fitted or top-dose-only effect, or another doubt; inactive = no such curve, though single readings can be large; an effect the other way counts as inactive or inconclusive. A portion of the library. The share of hits here may be higher or lower than overall.

SMILES	HADH2 inhib	Tau filament bind	Luciferase inh	Hsp90 Hop PPI	ALOX15 inhib	CRE-bla Fsk	ERK AVP block	GFP derepression	DNA Pol III inh	Ub-GFP proteasome	HBB splicing
C1=C(c2ccc(-c3ccccc3)cc2)Nc2ncnn2C1c1ccco1 (centres undefined)	90.8%[activator]	i	-19.9%	-5.0%	-19.2%	?	-26.5%	0.4%	55.0%	6.1%	?
O=C(CSCC(=O)NCc1ccco1)NCc1ccco1	3.0%	2.2%	-0.8%	-1.0%	1.2%	-6.1%	-0.4%	3.5%	2.0%	-4.9%	-1.3%
COc1ccc2[nH]c(=O)c(C(c3nnnn3C3CCCCC3)N3CCN(C)CC3)cc2c1 (centres undefined)	-4.9%	12.3%	0.2%	-0.2%	?	-1.3%	-9.2%	1.2%	0.5%	2.7%	-8.9%
O=C(c1ccncc1)N1CCC2(CC1)CCN(c1ccccn1)CC2	-8.4%	7.9%	-2.6%[11.4 µM]	-2.2%	0.2%	-5.1%	?	0.0%[9.22 µM]	-6.5%	-11.1%	2.8%
CC1=C(C(=O)OCc2ccccc2)C(c2ccc(C(C)(C)C)cc2)NC(=O)N1CCCCCC(=O)O (centres undefined)	-0.1%	-22.0%	.	-4.9%	?	?	19.9%	.	0.6%	.	-0.5%
Cc1ccccc1C(=O)c1cccn1CC(=O)NCC1CCCO1 (centres undefined)	3.9%	-4.5%	3.5%	-1.9%	-1.0%	?	-5.8%	-1.2%	-1.2%	-16.2%	6.6%
COc1ccc(NC(=O)CC(NCCc2ccccc2)C(=O)O)c(OC)c1 (centres undefined)	8.0%	6.7%	-1.7%	-1.3%	3.0%	?	10.9%	1.2%	2.9%	4.3%	-0.8%
CC1(C)CCC(=O)N[C@H]1CC(=O)C[C@H]1NC(=O)CCC1(C)C	2.6%[11.4 µM]	0.9%[11.4 µM]	2.4%[11.4 µM]	-3.9%[11 µM]	5.9%[11.4 µM]	3.4%[7.6 µM]	-6.1%[11.5 µM]	1.3%[9.22 µM]	-12.2%[11.4 µM]	-2.0%[9.17 µM]	1.3%[9.22 µM]
CCC1CCCCN1Cc1nc2c(c(=O)n(C)c(=O)n2C)n1Cc1cccc2ccccc12 (centres undefined)	0.7%	22.7%	-0.8%	-4.3%	3.8%	14.8%	.	.	-1.2%	-4.3%	0.8%
CCCc1[nH]nc2c1C(c1ccc(OC)c(Cn3nc(C)c(Br)c3C)c1)C(C#N)=C(N)O2 (centres undefined)	-1.8%	-0.8%	1.1%	?	?	?	22.6%	5.7%	-14.8%	-7.6%	-2.4%
O=c1c2cc3c(cc2[nH]c(=S)n1CCN1CCOCC1)OCO3	-24.9%	3.5%	0.6%	-2.9%	2.1%	9.2%	-19.2%	0.0%	-4.8%	4.3%	-5.4%[0.369 µM]
CCOC(=O)C1CCN(C(=O)Cn2cc(C(=O)c3ccco3)c3ccccc32)CC1	8.6%	28.0%	0.7%	0.2%	-4.2%	-7.1%	?	4.3%	2.7%	2.5%	-0.1%
Cc1ccc(-c2nc(C3CCN(S(C)(=O)=O)CC3)no2)cc1	7.4%	6.4%	-4.6%	0.7%	0.1%	-5.5%	7.1%	0.0%	-1.0%	0.9%	1.5%
O=C(CSc1ccc2c(c1)OCCO2)NCC1CCCO1 (centres undefined)	?	-5.7%	4.5%	-5.7%	5.0%	-22.2%	5.6%	-1.1%	-3.3%	-0.9%	-3.5%
CCc1ccccc1OCC(=O)NC1CCCC1	?	-15.0%	0.2%	1.4%	-5.1%	3.7%	-0.6%	2.7%	5.4%	-5.4%	-0.7%
CS(=O)(=O)NC1CCN(Cc2ccccc2)CC1	15.8%	-1.7%	0.0%	0.4%	5.4%	1.3%	11.1%	8.2%	1.4%	-6.0%	0.4%
Cc1ccc(C(=O)Nc2ccc(O)c(C(=O)O)c2)o1	-27.9%	6.0%	1.2%	-3.0%	-13.9%	-3.4%	-2.2%	4.3%	-3.8%	-2.6%	-1.0%
CCc1nc2ccccc2c(C(=O)OC2CCOC2=O)c1C (centres undefined)	-11.4%	-2.9%	2.8%	1.8%	-1.8%	?	-28.6%	-2.5%	-2.1%	2.5%	-0.7%
CCOC(=O)C1=C(C)OC(N)=C(C#N)C1c1c(C)nn(-c2ccccc2)c1Cl (centres undefined)	4.2%	-17.9%	-2.5%	?	?	?	-24.2%	-1.2%	-15.5%	-0.1%	-3.9%
CCCCOc1ccc(S(=O)(=O)NCc2csc(C)n2)cc1	8.7%	-4.1%	1.1%	-0.2%	4.2%	4.2%	-17.2%	2.3%	6.6%	3.1%	-1.0%
O=C(Nc1ccncc1)c1cccc(F)c1	10.7%	5.6%	0.6%	-0.2%	-5.8%	-2.6%	-24.8%	2.2%	-7.1%	4.2%	-0.4%[9.22 µM]
COc1cc2c(cc1NC(=O)CN(C)Cc1nc3ccccc3c(=O)[nH]1)oc1ccccc12	-10.7%	19.4%	-1.1%	-7.8%	14.7%	?	-14.8%	0.0%	-0.3%	-3.9%	-0.4%
O=C1C=C(NCCc2cc(Br)c(O)c(Br)c2)C(=O)c2ncccc21	0.631µM*	?	-5.9%[11.4 µM]	?	?	23.0%[7.6 µM]	1.3%[11.5 µM]	4.4%[9.22 µM]	-4.6%[11.4 µM]	-3.2%[9.17 µM]	2.6%[9.22 µM]
CCOCCOCN(C#N)c1nc(OC)nc(N(C)C)n1	2.7%	-1.2%	0.0%	-0.3%	0.8%	?	-5.7%	2.3%	-4.2%	-0.3%	0.2%[57.5 µM]
Cc1ccc(N(C(=O)C2CCCC2)C2C=CS(=O)(=O)C2)cc1 (centres undefined)	3.2%	7.3%	-1.3%	-3.4%	5.8%	2.5%	-12.4%	1.7%	-7.4%	-4.0%	-1.7%
Cc1ccc(CN2C(=O)CSc3ccc(C(=O)NCCN4CCOCC4)cc32)cc1	0.7%	5.8%	0.9%	1.6%	-2.0%	-1.4%	19.9%	1.5%	1.5%	10.6%	0.6%
Cc1ccc(S(=O)(=O)Nc2nsc(N)n2)cc1	?	3.3%	-2.3%	-3.4%	-2.0%	2.3%	-3.9%	-2.6%	4.2%	3.9%	1.2%
O=S(=O)(NCC1CCCO1)c1ccc(S(=O)(=O)N2CCc3ccccc3C2)cc1 (centres undefined)	43.7%	24.1%	1.5%	0.0%	4.1%	-1.3%	6.0%	-1.2%	-8.2%	-6.0%	0.7%
CCN(CC)S(=O)(=O)c1ccc(Nc2nc3ccccc3n3nnnc23)cc1	-18.8%	-11.1%	-4.5%	1.3%	?	5.01µM*	-12.7%	2.1%	2.0%	-3.6%	0.1%
COc1ccc(C2C(C(=O)OCC(=O)N3CCCCC3)CCC(=O)N2c2ccc(OC)cc2)cc1 (centres undefined)	9.8%	2.8%	1.4%	-4.1%	16.7%	-6.2%	-20.8%	-1.9%	-1.2%	1.7%	0.4%[57.5 µM]
COc1ccc(-c2nc3cnc(N4CCOCC4)nc3n(Cc3cccc(OC)c3)c2=O)cc1	4.9%	32.1%	-1.8%[11.4 µM]	-0.2%	-2.4%	?	6.3%	0.0%[9.22 µM]	-6.2%	4.0%	1.4%
COc1ccc(NC(=O)N2CCCC3(CCN(S(=O)(=O)c4ccccc4)CC3)C2)cc1	1.6%	-1.0%	2.5%[11.4 µM]	-0.9%	5.0%	-10.0%	4.4%	2.3%[9.22 µM]	-3.4%	19.5%	2.3%
